# From PubChem
# STEP inh: STEP phosphatase inhibitors, primary screen, biochemical, fluorescence intensity, uHTS | recombinant STEP, OMFP fluorogenic substrate | hit rate 0.25% among 360,000 | inhibition, % at 20 µM | Tyrosine-protein phosphatase non-receptor type 5 (Homo sapiens), P54829;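 active = inhibition at 20 µM, scaled per plate between control wells, above about 37%, limit read from the data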;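 also: 0% = DMSO with enzyme and substrate and 100% = substrate only without enzyme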
#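 medium = Bis-Tris buffer pH 6.0, 2.5 mM DTT, 0.005% Tween 20 | test system = STEP (striatal-enriched tyrosine phosphatase) enzyme, cell-free | measure = normalized % inhibition | compound dosing = 20 µM, 1% DMSO | also added = 25 µM OMFP | schedule = reaction 20 min, ambient temperature | measured by = fluorescence read at 480 nm ex / 540 nm em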
# DNMT1 inh: human DNMT1 methyltransferase inhibitors, primary screen, biochemical, molecular beacon, fluorescence, HinP1I cleavage, uHTS | inhibition (reported as % activation of signal), % at 10 µM | hit rate 0.83% among 360,000; in the data active = inhibition above about 50%
# LMPTP inh: LMPTP phosphatase inhibitors, primary screen, biochemical, fluorescence intensity, uHTS. recombinant LMPTP-A, OMFP fluorogenic substrate. hit rate 0.22% among 360,000. Low molecular weight phosphotyrosine protein phosphatase (Homo sapiens), P24666. inhibition, % at 20 µM;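 active = compounds that cut the enzyme signal by at least half of the control window in the single-dose screen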;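 also: plate controls were DMSO wells with enzyme plus substrate for no effect and substrate without enzyme for full effect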
# Target sequence (P24666 whole entry, looked up): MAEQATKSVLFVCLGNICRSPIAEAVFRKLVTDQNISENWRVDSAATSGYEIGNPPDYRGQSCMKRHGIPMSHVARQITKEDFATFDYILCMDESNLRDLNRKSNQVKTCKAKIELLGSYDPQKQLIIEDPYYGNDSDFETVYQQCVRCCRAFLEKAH
#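 Assay system: LMPTP-A, protein tyrosine phosphatase of low molecular weight / Medium: pH 6.0 Bis-Tris buffer with DTT and Triton X-100 / Schedule: 50 min enzyme reaction at room temperature, protected from light / Measured by: endpoint fluorescence intensity from OMFP dephosphorylation / Read-out basis: % inhibition relative to no-enzyme and uninhibited control wells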
# CendR NRP1 mod: modulators of CendR peptide binding to NRP-1, primary screen, biochemical, fluorescence polarization, uHTS; FAM-RPARPAR peptide binding to NRP-1; Neuropilin-1 (Homo sapiens), O14786; hit rate 0.85% among 360,000; AID 602438, 2012; inhibition, % at 25 µM;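 active = inhibition or corrected inhibition above about 18%, plus a signal ratio from 0.5 to 1.5, limit read from the data, passing the limit was not always enough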; also: strong numbers were not always called active
# MT1-MMP act inh: blockers of MT1-MMP proenzyme processing, primary screen, HT1080 RFP-PRO-GFP cells, GFP/RFP fluorescence. Matrix metalloproteinase-14 (Homo sapiens), P50281. GFP/RFP ratio change, % at 20 µM. hit rate 0.061% among 360,000. GFP/RFP ratio fluorescence, overnight; percent of plate control window, DMSO zero;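 active = GFP/RFP ratio change of at least 30% with cell ATP level not reduced by more than half and red fluorescence within 50% of control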; also: strong numbers were not always called active
#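 Assay system: HT1080 RFP-PRO-GFP cells. Benchmarks: DMSO vehicle wells and RFP-L50D-GFP reporter cell wells. Times: overnight cell settling, then overnight compound exposure, 37 °C, 5% CO2. Compound: 20 µM single dose, 1% DMSO. Read-out basis: GFP/RFP fluorescence ratio.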
# Scp1 inh: Scp-1 phosphatase inhibitors, primary screen, biochemical, colorimetric, uHTS | Carboxy-terminal domain RNA polymerase II polypeptide A small phosphatase 1 (Homo … | inhibition, % at 20 µM | Recombinant Scp1, phosphopeptide, malachite green phosphate absorbance | hit rate 0.88% among 340,000;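 active = inhibition above about 50% at 20 µM, limit read from the data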;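 also: plate controls were DMSO wells with enzyme for no effect and wells lacking enzyme for full effect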
# Target sequence (Q9GZU7 76-261 limits assumed): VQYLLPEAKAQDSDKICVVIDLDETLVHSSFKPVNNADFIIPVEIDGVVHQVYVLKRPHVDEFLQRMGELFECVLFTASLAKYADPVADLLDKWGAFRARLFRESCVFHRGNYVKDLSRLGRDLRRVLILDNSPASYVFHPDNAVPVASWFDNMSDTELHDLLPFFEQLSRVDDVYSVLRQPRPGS
#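 Incubation: 45 min enzyme reaction at room temperature / System: truncated SCP-1 phosphatase (76-261aa) / Reagent: Phospho 17-mer peptide substrate / Buffer or medium: Acidic Tris acetate buffer with magnesium and detergent / Signal: absorbance at 630 nm / Doses: one concentration, 20 µM, with 1.0% DMSO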
# Rpn11 inh: Rpn11 (PSMD14) deubiquitinase inhibitors, primary screen, biochemical, fluorescence polarization, uHTS; 26S proteasome non-ATPase regulatory subunit 14 (Homo sapiens), O00487; human 26S proteasome, Ub4-pepOG fluorescence polarization; 20S core pre-blocked with epoxomicin; calls only at 20 µM; hit rate 0.59% among 360,000; AID 588493, 2011;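 active = inhibition at 20 µM, scaled to each plate's controls, above about 33%, limit read from the data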
# Target sequence (O00487 whole entry, looked up): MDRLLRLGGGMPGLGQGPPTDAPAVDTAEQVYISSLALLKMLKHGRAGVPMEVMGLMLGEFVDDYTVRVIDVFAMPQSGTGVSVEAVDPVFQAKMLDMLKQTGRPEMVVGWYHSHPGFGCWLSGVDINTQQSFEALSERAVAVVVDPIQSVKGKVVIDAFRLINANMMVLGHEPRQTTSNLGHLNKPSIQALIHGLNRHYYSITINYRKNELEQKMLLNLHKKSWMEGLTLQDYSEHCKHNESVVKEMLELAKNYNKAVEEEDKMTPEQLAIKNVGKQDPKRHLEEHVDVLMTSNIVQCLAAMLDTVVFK
# SUMO1-SIM PPI: modulators of SUMO1 protein-protein interactions, primary screen, biochemical, uHTS; SUMO1 binding to a labelled peptide, TR-FRET, 1 h; inhibition, % at 20 µM; Small ubiquitin-related modifier 1 (Homo sapiens), P63165; hit rate 0.33% among 360,000; in the data active = inhibition above about 37%
# Target sequence (P63165 whole entry, looked up): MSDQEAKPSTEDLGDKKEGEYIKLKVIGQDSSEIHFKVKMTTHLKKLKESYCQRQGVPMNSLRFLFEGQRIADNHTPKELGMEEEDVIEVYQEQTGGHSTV
# NadD block: inhibitors of S. aureus NadD, primary screen, biochemical, colorimetric, uHTS | Nicotinate-nucleotide adenylyltransferase NadD (Staphylococcus aureus N315) | purified NadD enzyme, colorimetric absorbance read-out | inhibition, % at 20 µM | hit rate 0.78% among 360,000 | AID 602399, 2012; in the data active = inhibition above about 26%; also: some compounds past the cut are filed as inactive
# SKN-1 inh: suppressors of acrylamide-induced Pgst-4::GFP reporter in worms, primary screen, SKN-1 inhibitor project, whole organism, uHTS, GFP/RFP fluorescence ratio, strain VP596. C. elegans VP596 Pgst-4::GFP/RFP ratio, 24 h. inhibition, % at 21.8 µM. hit rate 0.49% among 360,000;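 active = interference check ratio from 0.5 to 1.5 plus GFP to RFP signal ratio inhibition reaching or exceeding a fixed threshold, cut at about 30% in these data, passing the limit was not always enough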; also: some compounds called inactive have numbers as strong as hits
# The depositor's hits bear a star; i = inactive; nt = no result given. Hits appear at their usual frequency; overall some 3.9% were active at least once.
SMILES,STEP inh,DNMT1 inh,LMPTP inh,CendR NRP1 mod,MT1-MMP act inh,Scp1 inh,Rpn11 inh,SUMO1-SIM PPI,NadD block,SKN-1 inh
CN(C)C(=O)CSc1nc2ccc(N3C(=O)c4ccccc4C3=O)cc2s1,-1,-1,-0.4,-4,-2,27,i,-28,-7,3
C/C(=C\c1ccc(C)o1)C(=O)c1c(C)cc(C)[nH]c1=O,-1,14,-1.9,-8,2,8,i,-4,3,1
CN(C)C(=O)CSc1nc(-c2cccs2)c(-c2cccs2)[nH]1,4,-5,0.8,-3,2,-7,i,-7,-3,9
Cc1cccc(C)c1NC(=O)CN1CCc2ccccc2C1,2,0,-0.1,3,-2,-5,i,5,-3,5
COc1ccc(-c2cc(C(F)(F)F)n3nc(C(=O)O)cc3n2)cc1OC,2,12,0.3,6,2,-1,i,10,-1,-18
CCN(Cc1ccccc1)C(=O)CN1C(=S)NC(C)(C)CC1C (stereo not given),-2,2,-1.4,0,-1,-5,i,-3,-1,-3
CC(C)C(=O)NC(=S)Nc1ccccn1,6,2,0.1,-5,-3,1,i,1,1,16
COc1cc(C(=O)NCCCNc2nc3cc(C)cc(C)c3cc2C#N)cc(OC)c1OC,-2,-10,-0.3,6,16,-5,i,-3,1,-2
O=C(CSCc1ccccc1Br)N/N=C/c1ccc2c(c1)OCO2,-2,-4,0.8,4,-2,1,i,-6,0,4
COc1ccccc1-c1csc2ncnc(Sc3nnnn3C)c12,-1,3,-1.4,18,-7,-2,i,-3,-1,-2
O=C(CCc1ccccc1F)N1CCN(c2ccccc2)CC1,-1,-1,0.6,-2,-1,4,i,-3,-5,18
COc1cc(O)c2c(=O)cc(-c3ccccc3)oc2c1,2,2,1.7,2,-3,15,i,-1,-4,9
CCC(=O)N(Cc1ccco1)c1nc(-c2ccc(OC)cc2)cs1,2,-2,0.9,5,5,-5,i,2,7,13
Cc1cc(C)cc(NC(=O)Nc2ccc3c(c2)CCC3)c1,-2,4,-1.4,-1,1,1,i,-2,-3,2
Cc1c(CC(=O)N2C[C@H]3C[C@@H](C2)c2cccc(=O)n2C3)c(=O)oc2cc3occ(C(C)(C)C)c3cc12,-5,1,0.1,4,1,12,i,25,4,8

# Continued, starting with the last 3 of the part before.
SMILES,STEP inh,DNMT1 inh,LMPTP inh,CendR NRP1 mod,MT1-MMP act inh,Scp1 inh,Rpn11 inh,SUMO1-SIM PPI,NadD block,SKN-1 inh
CCC(=O)N(Cc1ccco1)c1nc(-c2ccc(OC)cc2)cs1,2,-2,0.9,5,5,-5,i,2,7,13
Cc1cc(C)cc(NC(=O)Nc2ccc3c(c2)CCC3)c1,-2,4,-1.4,-1,1,1,i,-2,-3,2
Cc1c(CC(=O)N2C[C@H]3C[C@@H](C2)c2cccc(=O)n2C3)c(=O)oc2cc3occ(C(C)(C)C)c3cc12,-5,1,0.1,4,1,12,i,25,4,8
CCn1c(Cc2c(C)[nH]c3ccccc23)nnc1SCC(=O)NCc1ccco1,-1,0,0.0,5,1,4,i,2,4,-8
Cc1nn(-c2ccccc2)c(N)c1C1(O)C(=O)Nc2ccccc21 (stereo not given),-1,0,-2.0,-2,0,-1,i,-13,-1,2
CCOC(=O)/C(=C/c1ccc(F)cc1)NC(C)=O,-3,3,-1.8,-1,4,-2,i,-2,-6,8
O=C(Nc1cccc(Cl)c1Cl)c1ccco1,-2,-4,-0.7,-10,2,nt,i,1,-3,10
CCCCCn1c(=S)[nH]c2ncccc2c1=O,1,3,-0.1,4,3,-9,i,-1,-4,-9
CC(C)CN(Cc1c(O)ccc2ccccc12)CC(C)C,0,-26,1.0,-3,-1,-4,i,-8,-3,-6
Cc1cccc(NC(=O)c2sc3nc(-c4ccc(F)cc4)cn3c2C)n1,-1,-2,-0.3,-118,-3,-5,nt,5,-2,26
COc1ccc(CCNC(=O)COc2ccc(C)nc2[N+](=O)[O-])cc1,-3,-1,0.8,-4,0,-3,i,-11,9,-6
COC(=O)c1sc(NC(=O)CSc2nnc(C(C)C)n2C)nc1C,1,5,0.2,16,-5,6,i,4,-6,-2
CCOC(=O)N1CCN(S(=O)(=O)c2ccc3c(c2)CCN3C(=O)C2CC2)CC1,0,-3,-0.2,12,-1,0,i,-4,4,35
CCOC(=O)C1(C)CCN1C(=O)c1ccc(N(C)C)cc1 (stereo not given),1,5,-2.0,-9,-5,nt,i,1,-2,7
Cc1ccc(CNC(=O)c2ccc(Cl)c(S(=O)(=O)N3CCCCC3)c2)cc1,2,1,0.7,-14,0,-8,i,0,-6,-1
Cc1ccc(C2CC(c3ccccc3)=NN2c2ccc(S(N)(=O)=O)cc2)cc1 (stereo not given),-2,-22,3.3,0,-6,nt,i,-8,16,2
COc1ccc(C(=O)C2CCCN(Cc3c[nH]c4ccccc34)C2)c(OC)c1 (stereo not given),-1,0,-0.8,2,-2,1,i,2,2,2
O=C(Cc1ccccc1)N1CCCC1c1ccccc1 (stereo not given),0,1,-1.3,-1,-1,-3,i,-1,-4,1
COc1cccc(CNC(C)(C)CO)c1OCc1ccc(Cl)cc1,0,1,0.7,-11,0,-7,i,0,-6,3
CCN(CC(=O)Nc1ccc(C)c(S(=O)(=O)N2CCOCC2)c1)Cc1ccccc1,5,1,-8.5,2,1,5,i,-32,-1,8
COc1ccc(-c2[nH]c(-c3ccccc3)nc2SCC(=O)Nc2nccs2)cc1,2,-13,0.4,-4,3,-1,i,9,0,4
COc1ccc(C(C)(C)C)cc1S(=O)(=O)n1ccnc1C,-1,-2,1.3,-1,-1,-3,i,1,8,-2
C[C@H]1CN([C@@H](C)CO)C(=O)CCCn2nncc2CO[C@@H]1CN(C)Cc1ccccc1C(F)(F)F,-2,5,-2.1,-11,16,nt,i,1,2,9
Cc1ccc(C(=O)Nc2ccc(N3CCN(C)CC3)cc2)cc1C,-1,0,-0.2,9,1,-4,i,-1,-7,15
COc1cccc(OC)c1C(=O)Nc1ccccc1C(=O)N1CCCCCC1,0,4,0.1,10,-1,-7,i,3,-3,3
CC(C)N1C(=O)C2C(c3ccccc3O)NC(C)(C(=O)O)C2C1=O (stereo not given),0,3,-0.9,-7,3,-15,i,0,-1,1
COc1cc(-c2noc(CCC(=O)NC3CCCC3)n2)cc(OC)c1OC,-2,3,-0.2,6,4,-4,i,1,-4,6
CCCC(C)NC(=O)Cc1ccc(Br)cc1 (stereo not given),-4,-5,-0.3,-5,4,-7,i,3,-4,2
O=C(c1ccco1)N1CCN(Cc2ccc(F)cc2)CC1,-1,0,-1.2,-7,-1,-5,i,3,-2,4
O/N=C1/CCc2nonc2/C1=N/O,-6,-1,-0.4,19,4,-7,i,15,3,-5
COc1ccccc1N(CC(=O)Nc1cccnc1)S(=O)(=O)c1ccccc1,-1,2,0.2,-2,-6,-3,i,7,1,-4
Cc1ccc(OCCCC(=O)Nc2ccc3c(c2)OCCO3)cc1,-9,-5,0.8,13,-2,6,i,-4,7,-10
CCOC(=O)CSc1nnc([C@H](C)NC(=O)OC(C)(C)C)o1,-1,-3,-0.4,0,5,-4,i,-1,-1,7
CCOC(=O)c1cnc2ccc(OCC)cc2c1N(C)Cc1ccccc1,3,4,5.0,-13,-8,3,i,7,17,10
CNC(=S)Nc1ccc2[nH]c(=O)[nH]c2c1,-2,0,0.3,-5,-1,-3,i,1,-8,2
CCOC(=O)c1cc(=O)n2nc(-c3ccc(C)cc3)nc2s1,2,-1,-0.2,2,2,-13,i,-16,3,-17
CCCN=C1N(C)C[C@@H]2[C@@H]3C(=O)N(Cc4ccccc4)C(=O)[C@@H]3[C@](Cc3ccccc3)(C(=O)OC)N12,1,-2,-1.5,0,0,7,i,0,0,-17
O=C(OC1CCOC1=O)C1CCN(S(=O)(=O)c2ccccc2)CC1 (stereo not given),-1,5,-1.3,-8,-1,-3,i,0,3,17
O=C(NCCCN1CCCC1=O)c1cc(S(=O)(=O)N2CCOCC2)ccc1Cl,0,0,1.1,-3,-2,1,i,1,-4,0
Cc1cccc(C(=O)NC2=NCCS2)c1,-3,2,0.9,6,6,-1,i,2,-1,10
COc1ccc(/C=N/Nc2nnc(-c3ncc[nH]3)c3ccccc23)cc1,0,-2,-0.7,-17,0,-5,i,4,-2,18
CC(=O)Nc1ccc(-c2ccnc3c2CC(C(=O)NCc2ccc(N4CCN(C)CC4)cc2)O3)cc1 (stereo not given),-1,0,-0.1,-4,-1,nt,i,4,-3,21
C#CCOCCOCCOCCNc1nc(N2CCN(C(=O)[C@H](CCCN=C(N)N)n3cc(C(N)[C@@H](C)CC)nn3)CC2)nc(N2CCN(C(=O)[C@H](CCC(=O)O)n3cc([C@@H](N)CO)nn3)CC2)n1 (stereo not given in full),-2,4,-7.9,8,0,4,i,-9,-3,-12
O=C1CSC(c2ccc(Cl)cc2)N1Nc1nc(N2CCOCC2)nc(N2CCOCC2)n1 (stereo not given),1,-3,0.3,-4,1,-5,i,-1,3,2
O=C(N/N=C/c1ccncc1)c1cc(C2CC2)nc2ccccc12,2,2,0.0,1,0,-9,i,-4,0,6
CCOc1ccc(CCNC(=O)c2ccc(CNS(=O)(=O)c3ccccc3)cc2)cc1OCC,-1,-8,0.5,-7,3,-12,i,-4,-3,-3
C=C(C)COc1ccc2c(C)c(CCC(=O)N3C[C@H]4C[C@@H](C3)c3cccc(=O)n3C4)c(=O)oc2c1,-2,3,2.2,-7,-3,4,i,1,3,-18
O=C1COc2ccc(NC(=O)c3ccccc3C(=O)O)cc2N1,-2,4,2.5,1,0,2,i,-1,-2,-1
